# PhoP inhibition – inhibitors of PhoP regulon expression, primary screen, Salmonella Typhimurium, GFP reporter (AID 1863) | S. Typhimurium PhoP-regulated promoter GFP reporter, 4 h; higher % means a stronger effect | one-dose inhibition, % at 50 µM; IC50 in µM for titrated hits | 300,000 compounds, 0.16% hits;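 active means inhibition over 29.93%, a cutoff 3 SD above the screen mean, later confirmed by dose response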;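 further: 0% = low Mg2+ inducing control and 100% = high Mg2+ repressing control; strong numbers were not always called active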
# Myeloid diff 2 – myeloid differentiation induction. ER-HoxA9 myeloid progenitors, lysozyme-GFP differentiation, flow cytometry. calls only at 10 µM. 360,000 compounds, 1% hits. AID 624256;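 active means normalized GFP-positive differentiation at or above the plate's own cutoff, the solvent-only control mean plus 3 SD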;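 further: cells exposed to compound for four days before flow analysis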
# RSV CPE inhibition – RSV antiviral activity via CPE protection, HEp-2 cells, primary 10 µM value included (AID 2391) | HEp-2 cells, RSV-induced CPE inhibition; higher % means a stronger effect | one-dose CPE inhibition, % at 10 µM; IC50 in µM for titrated hits | 310,000 compounds, 0.13% hits; in the data active means a potency from the dose series; further: strong numbers were not always called active
# Myeloid diff 2 GFP+ MAC1+ % – recorded beside Myeloid diff 2, whose call it bears; GFP+ MAC1+ double positive, %; measured here: differentiation confirmed by MAC1 staining
# Numbers without * were called inactive; i = inactive; + = active, no number.
# Value order: PhoP inhibition, Myeloid diff 2, Myeloid diff 2 GFP+ MAC1+ %, RSV CPE inhibition
COc1ccc2oc(C(=O)NCC(c3ccco3)N(C)C)c(C)c2c1 (stereo not given)
  -2%, i, 0.8, -0.8%
CCO[C@@H]1OC(C(=O)Nc2ccccc2)=C[C@H](C)[C@H]1CCCO
  11%, i, 1.1, 1.9%
CCC1NC(=O)c2cc(S(N)(=O)=O)c(Cl)cc2N1 (stereo not given)
  -6%, i, 1.0, -1.1%
C=CCn1c(SCC(=O)NC2(C#N)CCCCC2)nnc1-c1ccncc1
  1%, i, 0.3, -1.3%
CCC(C)c1ccccc1N1CC(C(=O)Nc2ccc(C)c(S(=O)(=O)N3CCOCC3)c2)CC1=O (stereo not given)
  4%, i, 1.2, 0.7%
O=C1[C@H]2[C@@H](c3ccc(Cl)cc3)N3C(=O)N(c4cccc(Cl)c4)C(=O)[C@@]3(Cc3ccc(Cl)cc3)[C@H]2C(=O)N1C1CCCCC1
  -4%, i, 1.2, 14%
CC1CCCC(C)N1C(=O)COC(=O)c1cc(-c2cccs2)nn1-c1ccccc1 (stereo not given)
  -4%, i, 0.2, 0.9%
CC(=O)c1sc(NC(=O)C2CCN(C(=O)c3ccccc3C)CC2)nc1-c1ccccc1
  -7%, i, 0.3, 3.6%
CC(C)CN(C(=O)COC(=O)CSc1ccc([N+](=O)[O-])cc1)C1CCS(=O)(=O)C1 (stereo not given)
  -6%, i, 0.6, 2.2%
O=C(NCC(c1ccco1)N1CCOCC1)C1CCCCC1 (stereo not given)
  8%, i, 0.2, -0.9%
COC(=O)c1c(C)[nH]c(C(=O)OC(C)C(=O)N(C)C2CCCCC2)c1C (stereo not given)
  2%, i, 1.1, 2.9%
Cc1ccc(C)c(COC(=O)c2cc(S(=O)(=O)N3CCCCC3)ccc2N2CCOCC2)c1
  -3%, i, 0.9, 2.4%
CC1CCC2(CC1)NC(=O)N(CC(=O)Nc1ccc3[nH]c(=O)[nH]c3c1)C2=O (stereo not given)
  -12%, i, 0.9, -2.5%
Cc1ccc(C(=O)OCC(=O)N(C)C2CCS(=O)(=O)C2)cc1S(=O)(=O)N1CCCCC1 (stereo not given)
  2%, i, 1.2, -1.8%
COc1cc(C(=O)NCc2ccc(OCCN(C)C)cc2)cc(OC)c1OC
  5%, i, 6.1, -1.1%
CC(C)(C)c1ccc(OCC(=O)NCC(c2cccs2)N2CCOCC2)cc1 (stereo not given)
  -7%, i, 0.6, 9.9%
O=C(OCC(=O)N1CCCc2ccccc21)c1cc(Br)ccc1O
  2%, i, 0.9, -1.4%
Cc1nc2c(C)cccn2c(=O)c1NC(=O)c1cccs1
  -5%, i, 0.6, 1.0%
Cc1cccc2sc(N3CCN(C(=O)c4cccs4)CC3)nc12
  -5%, i, 0.1, 10%
COC(=O)/C=C/c1cc(F)ccc1S(=O)(=O)NC(C)(C)C
  4%, i, 2.6, -1.4%
N#CC1(NC(=O)CN2c3cccc4cccc(c34)S2(=O)=O)CCCCC1
  1%, i, 1.0, 1.0%
CC(C)c1ccccc1OCC(=O)Nc1cc(S(=O)(=O)N2CCOCC2)ccc1N1CCCC1
  0%, i, 1.0, 3.4%
Cc1ccc(S(=O)(=O)N2CCC(C(=O)OCC(=O)NCCc3ccccc3)CC2)cc1C
  4%, i, 0.4, -0.3%
C#CCOCCOCCOCCNc1nc(N2CCOCC2)nc(N2CCN(C(=O)CCCCCCCCCCNC(=O)[C@H](CO)n3cc(CCCSC)nn3)CC2)n1
  8%, i, 1.6, 3.3%
CCCN(C(=O)CCCSc1nc2ccccc2[nH]1)c1c(N)n(Cc2ccccc2)c(=O)[nH]c1=O
  0%, i, 1.4, -2.3%
CCN(CC(=O)Nc1c(F)cccc1F)C(=O)c1ccc(NC(=O)CC2SC(N3CCCC3)=NC2=O)cc1 (stereo not given)
  1%, i, 0.4, 1.9%
CC1CCCN(C(=O)COC(=O)c2ccc3[nH]c4c(c3c2)CCCC4)C1 (stereo not given)
  2%, i, 0.4, 48%
CC1CCCCN1C(=O)COC(=O)CNC(=O)c1sc2ccccc2c1Cl (stereo not given)
  -9%, i, 1.1, -1.4%
COc1ccccc1NS(=O)(=O)c1cc(C(=O)NCC(c2ccco2)N(C)C)ccc1C (stereo not given)
  7%, i, 0.2, -0.8%
CCc1cc(=O)[nH]c(SCC(=O)Nc2ccc3c(c2)OCCO3)n1
  -9%, i, 0.7, 1.9%
Cc1ccc(NC(=O)CN(C)C(=O)COC(=O)/C=C/c2cccs2)cc1
  11%, i, 0.8, 0.5%
CCNc1nc(NCC)n2c(SCC(=O)Nc3cccc(F)c3)nnc2n1
  -7%, i, 0.7, 0.9%
COc1cccc(C(=O)NCC(c2ccco2)N2CCc3ccccc3C2)c1 (stereo not given)
  -9%, i, 0.8, -1.1%
CCCc1cc(=O)[nH]c2nnc(SCC(=O)Nc3cccc(NC(C)=O)c3)n12
  -4%, i, 1.0, 1.1%
CCN(CC)CCc1nc(-c2ccccc2)no1
  -1%, i, 2.9, 0.5%
Cc1ccc(S(=O)(=O)N(C)C)cc1NC(=O)COC(=O)Cc1cccs1
  -5%, i, 0.5, -1.4%
Cc1ccccc1NS(=O)(=O)c1ccc(C(=O)N2CCCCCC2)cc1
  1%, i, 1.2, 8.4%
O=C(CSc1ncccn1)NCCC1=CCCCC1
  5%, i, 0.5, -1.4%
O=C(CSC(=S)N1CCCC1)NCCc1ccccc1
  -2%, i, 1.6, -0.9%
CCN(CC(=O)NCc1ccc(Cl)cc1)C(=O)CSc1ccccc1
  1%, i, 0.7, 0.3%

# Continued, overlapping the part above by 7 compounds.
SMILES	PhoP inhibition	Myeloid diff 2	Myeloid diff 2 GFP+ MAC1+ %	RSV CPE inhibition
CCCc1cc(=O)[nH]c2nnc(SCC(=O)Nc3cccc(NC(C)=O)c3)n12	-4%	i	1.0	1.1%
CCN(CC)CCc1nc(-c2ccccc2)no1	-1%	i	2.9	0.5%
Cc1ccc(S(=O)(=O)N(C)C)cc1NC(=O)COC(=O)Cc1cccs1	-5%	i	0.5	-1.4%
Cc1ccccc1NS(=O)(=O)c1ccc(C(=O)N2CCCCCC2)cc1	1%	i	1.2	8.4%
O=C(CSc1ncccn1)NCCC1=CCCCC1	5%	i	0.5	-1.4%
O=C(CSC(=S)N1CCCC1)NCCc1ccccc1	-2%	i	1.6	-0.9%
CCN(CC(=O)NCc1ccc(Cl)cc1)C(=O)CSc1ccccc1	1%	i	0.7	0.3%
O=C(O)c1cc([N+](=O)[O-])ccc1NCCCc1ccccc1	-7%	i	2.3	2.8%
Cc1ccc(N2CC(C(=O)N3CCC4(CC3)CC(=O)c3ccccc3O4)CC2=O)cc1C (stereo not given)	-10%	i	1.5	13%
CCN1C(=O)[C@H]2[C@@H](c3ccc(-c4ccc(Cl)c(Cl)c4)cc3)N[C@@](C)(C(=O)OC)[C@H]2C1=O	-4%	i	2.0	2.9%
O=C(c1cc(-c2ccco2)nc2ccccc12)N(Cc1nnc(-c2ccc(Cl)cc2)o1)C1CC1	-4%	+	1.9*	3.2%
COCCCn1c(SCC(=O)Nc2oc(C)c3c(C)n[nH]c(=O)c23)nc2sc3c(c2c1=O)CCC3	-2%	i	1.1	-1.4%
O=C(OCC(=O)N1CCCCC1)c1cccc(NS(=O)(=O)c2ccccc2)c1	-6%	i	0.5	2.4%
Cc1cc(C)c(OCC(=O)OCC(=O)N2CCN(C(=O)c3ccco3)CC2)c(C)c1	-6%	i	1.1	-1.4%
COc1ccc(-c2cc(C(=O)N(C)CC(=O)Nc3cccc(F)c3)c3ccccc3n2)cc1	-7%	i	1.0	7.8%
CCOc1ccc(S(=O)(=O)Nc2ccc(C(=O)N3CC(C)OC(C)C3)cc2)cc1 (stereo not given)	7%	i	1.3	1.4%
COc1ccc(OC)c(NC(=O)COc2coc(CN3CCc4ccccc43)cc2=O)c1	2%	i	0.7	4.5%
CCc1noc(C)c1C(=O)NCCN1C(=O)S/C(=C\c2ccc(OC)cc2)C1=O	7%	i	1.1	5.4%
CC(C)(C)C(=O)COC(=O)c1cc(S(=O)(=O)N2CCCCC2)ccc1N1CCOCC1	-7%	i	0.8	0.9%
COc1ccc(C(=O)COC(=O)c2cc(S(=O)(=O)N3CCCCC3)ccc2N2CCOCC2)c(OC)c1	-1%	i	1.7	2.7%
CCCCn1c(N)c(N(CC(C)C)C(=O)c2ccc(-n3c(C)ccc3C)cc2)c(=O)[nH]c1=O	-7%	i	1.3	-0.9%
O=C1[C@H]2[C@@H](c3ccc(F)cc3)N3C(=O)N(c4ccc(C(F)(F)F)cc4)C(=O)[C@@]3(Cc3ccccc3)[C@H]2C(=O)N1C1CCCCC1	5%	i	1.0	41%
CC1CCCN(C(=O)COC(=O)CNC(=O)c2ccc(Br)cc2)C1 (stereo not given)	-7%	i	0.3	-0.8%
CCN(CC(=O)Nc1c(F)cccc1F)C(=O)CCN1C(=O)C2CC=CCC2C1=O (stereo not given)	-3%	i	1.0	2.2%
CC1CCN(C(=O)COC(=O)C2CCN(S(=O)(=O)c3ccc(Cl)c(C(F)(F)F)c3)CC2)CC1	-5%	i	0.9	1.0%
O=S(=O)(Nc1ccc(-c2ccc3nncn3n2)cc1)c1ccccc1Cl	2%	i	0.5	0.1%
CCOc1ccc(NC(=O)CN(C)C(=O)c2cc(S(=O)(=O)N3CCCCC3)ccc2Cl)cc1OCC	-5%	i	0.4	1.1%
CCOc1ccc(S(=O)(=O)NCCC(=O)NC(C)CCc2ccccc2)cc1 (stereo not given)	-5%	i	1.4	-0.8%
COc1ccc(C(C)=O)cc1COC(=O)CCC(=O)N(CC(C)C)c1c(N)n(CC(C)C)c(=O)[nH]c1=O	4%	i	0.6	-0.6%
O=C(Cc1cccc(C(F)(F)F)c1)OCC(=O)N1CCN(S(=O)(=O)c2ccc(Cl)cc2)CC1	-1%	i	0.6	-1.4%
O=C(c1cccc(S(=O)(=O)Nc2ccccc2Cl)c1)N1CCC1	-4%	i	0.6	-0.8%
COC(=O)CCCCCN1C(=O)NC(C2CC2)C(C(=O)OCc2ccccc2)=C1C (stereo not given)	-2%	i	1.3	2.6%
Fc1cccc(CCN2CCNC[C@H]2Cc2cccc3ccccc23)c1	-10%	i	1.9	0.2%
CC(C)NCC(O)c1ccc2ccccc2c1 (stereo not given)	-6%	i	2.7	0.1%
Cc1ccc(S(=O)(=O)N2CCCCC2)cc1C(=O)OC1CCCCC1=O (stereo not given)	11%	i	0.9	1.4%
Cc1ccc(C(=O)Nc2ncccc2O)o1	9%	i	0.7	-0.4%
CCOC(=O)c1c(NC(=O)CN2C(=O)NC3(CCC(C)CC3)C2=O)sc(C(=O)N(C)C)c1C (stereo not given)	-6%	i	0.4	-2.1%
CCCn1c(NC(=O)CSCC(=O)Nc2cc(C)on2)nc2ccccc21	3%	i	0.3	0.8%
O=C(CSc1nnc(Cc2ccccc2)o1)c1ccc2c(c1)OCO2	-6%	i	0.6	-1.4%
Cc1sc2ncnc(N3CCC(C(=O)NNC(=O)COc4ccc(Br)cc4)CC3)c2c1C	10%	i	0.9	-0.7%
CC(=O)Nc1cccc(C(=O)OC(C)C(=O)N2CCc3ccccc32)c1 (stereo not given)	-2%	i	1.0	-1.4%
CC(=O)N1CCN(C(=O)COC(=O)COc2ccc(C#N)cc2)CC1	-8%	i	0.8	1.4%
O=C(Cc1cccs1)NCCS(=O)(=O)N1CCN(c2ccccc2F)CC1	-7%	i	0.2	2.0%
COc1ccc(CNC(=O)c2ccccc2SCC(=O)N2CCCC2)cc1OC	1%	i	0.6	0.5%
Cc1c(S(=O)(=O)Nc2cccc3ccccc23)c(=O)n(C)c(=O)n1C	-5%	i	0.4	1.8%
O=C(CCNC(=O)c1ccc(Br)cc1)Nc1cccc(S(=O)(=O)N2CCCC2)c1	-10%	i	0.4	10%
CCC(C)N(C(=O)CSc1nnc(-c2ccco2)n1C)C1CCS(=O)(=O)C1 (stereo not given)	-7%	i	0.8	0.9%
CCCCn1c(N)c(N(CC(C)C)C(=O)c2cc(Cl)nc3ccccc23)c(=O)[nH]c1=O	0%	i	0.2	-2.3%
COc1ccc(-c2oc3ccc(N4CCOCC4)cc3c2C#CCO)cc1	10%	i	2.4	-0.6%
O=C(CC1CCCC1)NNC(=O)c1ccc(F)cc1	-1%	i	1.2	-0.4%
CCN1C(=O)[C@H]2[C@@H](c3ccc(-c4ccccc4)cc3)N3CCCC[C@@]3(C(=O)OC)[C@H]2C1=O	10%	i	1.4	-0.3%
CNC(=O)c1ccsc1NC(=O)CCS(=O)(=O)c1ccc(Cl)cc1	-7%	i	0.8	0.7%

# A portion of the library; rates above refer to the full screens.
